NCI-60 one-dose screen, 48 h, at 10 µM unless noted. Numbers give growth in % (100 = growth as untreated, 0 = no growth, -100 = all killed).
UO-31: UO-31 renal cancer; actives 5.2% (n = 81,000); AID 1794768
IGROV1: IGROV1 ovarian cancer; actives 4.7% (n = 79,000); AID 1794786
SK-OV-3: SK-OV-3 ovarian cancer cells; actives 3.2% (n = 80,000); AID 1794785
OVCAR-5: OVCAR-5 ovarian cancer; actives 2.9% (n = 82,000); AID 1794783
SN12C: SN12C renal cancer cells. actives 3.8% (n = 81,000)
TK-10: TK-10 renal cancer cells. actives 3.9% (n = 81,000). AID 1794769
786-0: 786-0 renal cancer cells; actives 5.1% (n = 81,000); AID 1794775
OVCAR-4: OVCAR-4 ovarian cancer cells; actives 3.7% (n = 80,000)
The depositor's hits bear a star; x = no result given; & = joins results of further samples; [ ] = another dose, or the depositor's remark. How the source made its calls: active means growth percent below 10; inactive means the rest.

nr | SMILES | UO-31 | IGROV1 | SK-OV-3 | OVCAR-5 | SN12C | TK-10 | 786-0 | OVCAR-4
1 | Nc1c(C(=O)Nc2cccc(Cl)c2)sc2ncccc12 | 57.0 | 70.7 | 92.4 | 100.5 | 89.4 | 134.8 | 106.1 | 91.9
2 | NS(=O)(=O)c1ccc(N2N=C(c3ccc(NC(=S)Nc4ccccc4)cc3)CC2c2ccc(Br)cc2)cc1 (stereo not given) | 79.5 | 93.3 | 84.3 | 74.6 | 59.1 | 95.7 | 66.1 | 57.2
3 | CCOC(=O)C1=C(CSc2nc3ccccc3[nH]2)N(C)C(=O)NC1c1ccccc1 (stereo not given) | 96.2 | 94.3 | 109.6 | 86.1 | 96.3 | 96.2 | 95.8 | 102.8
4 | COc1cc(NC(=O)CCSc2nc3ccccc3c(=O)n2CCc2ccccc2)cc(OC)c1OC | 78.5 | 79.4 | 56.2 | 100.0 | 88.1 | 83.4 | 71.7 | 49.9
5 | Cc1cc(=O)oc2cc(O)cc(OCc3ccccc3)c12 | 60.5 | 101.5 | 99.8 | 101.1 | 84.8 | 120.4 | 93.8 | 72.0
6 | C=C(C)[C@@H]1CC[C@]2(C(N)=O)CC[C@]3(C)[C@H](CC[C@@H]4[C@@]5(C)C/C(=C/c6ccccn6)C(=O)C(C)(C)[C@@H]5CC[C@]43C)[C@@H]12 | 59.4 | 91.7 | 85.3 | 120.6 | 73.0 | 116.8 | 73.3 | 70.1
7 | CCOC(=O)C1=C(C)N2C(=NC3=C(CCC/C3=C\c3ccc(OC)cc3)C2c2ccc(OC)cc2)S1 (stereo not given) | 83.0 | 103.4 | 101.6 | 102.9 | 89.8 | 119.5 | 98.9 | 79.1
8 | CN(C)C(=O)C(c1ccccc1)C(C(=O)N(C)C)c1ccccc1 (stereo not given) | 96.7 | 103.6 | 110.3 | 97.0 | 97.1 | 98.3 | 104.3 | 105.4
9 | Cc1cccc2c3c(sc12)C(c1ccc(Cl)cc1)c1c(nc(CC(=O)Nc2ccccc2)[nH]c1=O)O3 (stereo not given) | 50.9 | 21.0 | 73.3 | 81.6 | 71.9 | 131.7 | 75.9 | 90.3
10 | COc1cccc2c1OC1(C=C2)Oc2c(cccc2OC)C=C1C (stereo not given) | 77.9 | 79.2 | 110.9 | 138.0 | 94.7 | 196.9 | 107.8 | 96.1

The closing 3 entries of the part before open the next one:
nr | SMILES | UO-31 | IGROV1 | SK-OV-3 | OVCAR-5 | SN12C | TK-10 | 786-0 | OVCAR-4
8 | CN(C)C(=O)C(c1ccccc1)C(C(=O)N(C)C)c1ccccc1 (stereo not given) | 96.7 | 103.6 | 110.3 | 97.0 | 97.1 | 98.3 | 104.3 | 105.4
9 | Cc1cccc2c3c(sc12)C(c1ccc(Cl)cc1)c1c(nc(CC(=O)Nc2ccccc2)[nH]c1=O)O3 (stereo not given) | 50.9 | 21.0 | 73.3 | 81.6 | 71.9 | 131.7 | 75.9 | 90.3
10 | COc1cccc2c1OC1(C=C2)Oc2c(cccc2OC)C=C1C (stereo not given) | 77.9 | 79.2 | 110.9 | 138.0 | 94.7 | 196.9 | 107.8 | 96.1
11 | N#CCCCCCn1c2ccccc2c2c3c(c4c5ccccc5[nH]c4c21)C(=O)N(O)C3=O | -44.9* | -1.4* | 41.3 | -18.3* | 6.1* | 22.0 | x | 19.5
12 | COc1ccccc1C1CC(c2ccccc2)=NN1C(=O)c1ccc(S(C)(=O)=O)cc1 (stereo not given) | 71.6 | 93.5 | 108.2 | 109.2 | 102.7 | 98.6 | 104.8 | 100.9
13 | CCN1C(=O)/C(=c2\sc3n(c2=O)C2C(NN=3)N(CC)C(=O)N2CC)c2ccccc21 (stereo not given) | 51.2 | 29.0 | 54.5 | 54.2 | 29.1 | 76.6 | 30.9 | 49.5
14 | CC(NC(=O)C(NC(=O)OCc1ccccc1)C(C)O)C(=O)OCc1ccccc1 (stereo not given) | 85.4 | 108.7 | 103.8 | 120.1 | 110.6 | 105.4 | 102.0 | 116.0
15 | COc1cc2c(c(OC)c1O)C(=O)CO2 | 105.5 | 139.9 | 109.9 | 103.0 | 105.3 | 139.8 | 102.9 | 97.8
16 | CC(C)n1cc(/C=N\N=C2\C(=O)Nc3ccccc32)c2ccccc21 | 86.3 | 96.9 | 99.0 | 119.1 | 98.0 | 150.1 | 101.8 | 103.2
17 | COc1cc2nc(Sc3nnc(N)s3)n(-c3ccc(Oc4ccccc4)cc3)c(=O)c2cc1OC | 90.4 | 143.3 | 115.9 | 109.8 | 95.0 | 101.5 | 101.5 | 65.4
18 | O=[N+]([O-])c1cc(F)cc(F)c1Nc1ccc(F)cc1 | 80.8 | 107.1 | 123.2 | 100.7 | 100.4 | 106.0 | 93.6 | 101.6
19 | COc1ccc(-c2cc(-c3cn(-c4cccc(Cl)c4)nc3-c3ccc(OC)cc3)c(C#N)c(=O)[nH]2)cc1 | 83.4 | 91.5 | 91.8 | 103.6 | 91.1 | 126.7 | 92.6 | 97.5
20 | CS(=O)c1cccc(-c2ccc3nc(N)n(-c4ccc(C(F)(F)F)cc4)c(=O)c3c2)c1 (stereo not given) | 75.8 | 101.9 | 102.3 | 100.2 | 96.3 | 94.7 | 97.1 | 100.2
21 | CN(Cc1ccccc1)c1ccccc1 | 91.2 | 120.1 | 129.6 | 103.0 | 88.2 | 94.2 | 102.2 | 110.3
22 | O=C(Nc1ccc(F)cc1)Nc1ccc(-c2cc(C(=O)Nc3ccccn3)c3ncccc3n2)cc1 | 83.0 | 94.7 | 102.4 | 112.8 | 104.8 | 124.8 | 102.2 | 98.4
23 | COc1ccc(C(O)CN2CCCCC2)c2c1CCCC2 (stereo not given) | 66.7 | 95.6 | 100.6 | 82.6 | 74.4 | 95.7 | 96.7 | 102.5
24 | Oc1c(CN2CCCCC2)cc(/C=C/c2cc(CN3CCCCC3)c(O)c3ncccc23)c2cccnc12 | 36.5 | 48.1 | 59.1 | 63.2 | 55.5 | 69.4 | 68.2 | 50.2
25 | CC(=O)Oc1c(C(C)C)cccc1C(C)(C)C | 93.2 | 98.8 | 99.6 | 112.6 | 106.2 | 100.1 | 106.2 | 110.9
26 | CCC(CC)C1OC(=O)C(C)O1 (stereo not given) | 88.4 | 113.6 | 106.3 | 104.9 | 103.7 | 101.5 | 97.8 | 111.2
27 | CCCCn1c(=O)c(/C=C/c2cc(/C=C/c3cc4cc(Cl)ccc4n(CCCC)c3=O)n(-c3ccccc3)n2)cc2cc(Cl)ccc21 | 85.7 | 93.4 | 75.6 | 105.6 | 102.4 | 88.8 | 105.2 | 108.9
28 | CC(=O)Nc1c(Cl)c2c(c(Cl)c1Br)-c1ccc(Cl)cc1C2 | 66.6 | 76.2 | 94.8 | 88.5 | 94.0 | 98.4 | 111.2 | 93.5
29 | COc1cc(C(=O)/C=C/c2c(Cl)nc3sccn23)cc(OC)c1OC | 60.4 | 79.8 | 83.3 | 92.6 | 66.3 | 105.5 | 91.6 | 90.6
30 | O=C(NOCc1cscn1)Nc1ccccc1 | 74.0 | 105.4 | 96.2 | 106.8 | 104.4 | 95.7 | 100.3 | 102.6
31 | CCCCNC(=S)NS(=O)(=O)c1ccc(CCN2C(=O)/C(=C/c3ccc(Cl)cc3)N=C2C)cc1 | 73.7 | 89.3 | 89.3 | 97.6 | 89.7 | 155.3 | 99.6 | 99.2
32 | CSc1nc2ccccc2cc1/C=[N+](\[O-])c1ccccc1 | 42.8 | 77.3 | 87.3 | 91.1 | 45.2 | 98.0 | 74.6 | 70.8
33 | O=C(Nc1cccc(Cl)c1)Oc1cccnc1 | 74.7 | 86.9 | 114.0 | 94.7 | 78.9 | 102.2 | 95.8 | 100.1
34 | O=C(/C=C/C(=O)OCCCl)OCCCl | 92.4 | 107.3 | 107.5 | 113.2 | 100.5 | 98.9 | 106.1 | 117.2
35 | C/C(=N\Nc1cc(C)c2cc(C)ccc2n1)c1ccccn1 | -91.0* | -35.9* | 25.4 | -33.3* | 14.8 | -22.2* | -73.3* | -83.1*
36 | CC(=O)N1c2c(C(=O)N3CCCCC3)cnn2CC1c1ccccc1 (stereo not given) | 86.2 | 89.6 | 107.6 | 99.4 | 93.7 | 113.2 | 98.0 | 108.9
37 | CCOC(=O)c1[nH]c2c(c1Cl)CCc1cnoc1-2 | 104.2 | 123.2 | 105.1 | 98.4 | 107.9 | 82.3 | 93.0 | 109.8
38 | CC/C(=C/c1cccc(OC)c1OC)c1ccncc1 | 92.8 | 100.8 | 99.2 | 97.6 | 96.5 | 110.4 | 96.0 | 87.9
39 | CCCCCCCCCOCC(O)COc1ccccc1[N+](=O)[O-] (stereo not given) | 69.1&92.2 | 114.3&98.1 | 94.9&106.0 | 99.7&103.5 | 93.0&106.4 | 105.2&107.1 | 105.9&104.6 | 98.7&108.0
40 | Cc1cc2occ(CC(=O)Nc3nnc(C4CC4)s3)c2cc1C | 101.6 | 30.2 | 96.8 | 97.2 | 102.5 | 109.1 | 108.6 | 119.2
41 | O=[N+]([O-])c1ccc(Nc2cccc3cccnc23)c2nonc12 | 78.6 | 79.7 | 86.4 | 117.5 | 89.3 | 156.5 | 101.8 | 84.7
42 | CN=C1Nc2cc(OC)c(OC)c(OC)c2C(c2cc(Cl)ccc2F)O1 (stereo not given) | 60.8 | 100.4 | 92.0 | 97.5 | 92.1 | 95.0 | 84.8 | 97.6
43 | O=C1NC(c2ccccc2)(c2ccccc2)C(=O)N1CCCN1C(=O)c2ccccc2C1=O | 68.4 | 86.6 | 100.5 | 104.9 | 90.7 | 107.9 | 103.4 | 92.0
44 | CC(C)[C@@H]1NC(=O)[C@H](Cc2ccccc2)NC(=O)[C@@H]2CCCN2C(=O)[C@H](C(C)O)NC(=O)[C@H](C)NC(=O)[C@@H]2CCCN2C(=O)[C@@H]2CCCN2C1=O (stereo not given in full) | 76.3 | 91.3 | 108.8 | 93.2 | 94.5 | 117.8 | x | 102.4
45 | Cc1ccc2c(c1)nc(-c1ccccc1)n2CC(=O)N=Nc1c(O)[nH]c2ccccc12 | 50.2 | 70.9 | 155.9 | 105.9 | 89.6 | 97.8 | 91.9 | 89.6
46 | CN(C)Cc1cc(Cl)cc(Cl)c1O | 92.2 | 109.9 | 96.7 | 117.8 | 96.6 | 109.6 | 101.8 | 97.3
47 | CCOC(=O)c1cnn(CC(O)c2ccc(F)cc2)c1NC(=O)Nc1cccc(F)c1 (stereo not given) | 62.7 | 91.3 | x | 89.2 | 92.8 | 94.3 | 91.0 | 76.4
48 | CCOC(=O)c1c(C(=O)c2cn(C)c3ccc(Cl)cc23)c(-c2cn(C)c3ccc(Cl)cc23)n(NC(=O)OC(C)(C)C)c1C | 50.6[100 µM] | 63.9[100 µM] | 79.3[100 µM] | 59.4[100 µM] | 90.7[100 µM] | 102.4[100 µM] | 76.3[100 µM] | 87.3[100 µM]
49 | NS(=O)(=O)c1ccc(Nc2nc(N=Nc3c(O)n(Cc4ccccc4)c4ccc(Cl)cc34)nc(Nc3ccccc3)n2)cc1 | 75.1 | 88.2 | 111.6 | 102.9 | 109.7 | 81.1 | 71.0 | 96.1
50 | Cc1ccc(OCc2cn(CC(=O)Nc3nc4ccccc4s3)nn2)cc1 | 70.6 | 98.2 | 102.5 | 97.6 | 95.9 | 110.0 | 100.6 | 107.8

Continuation.
no. | structure | UO-31 | IGROV1 | SK-OV-3 | OVCAR-5 | SN12C | TK-10 | 786-0 | OVCAR-4
51 | COc1cc(CNC(=O)C[C@H](C)CCC=C(C)C)ccc1OCc1cn(-c2ccc(C#N)cc2)nn1 | 50.9 | 81.5 | 82.4 | 98.0 | 77.8 | 105.5 | 96.2 | 55.3
52 | Cc1ccc(CO)c2ccccc12 | 80.7 | 110.3 | 100.6 | 104.7 | 105.0 | 99.8 | 101.4 | 123.8
53 | CCOC(=O)c1cnc2ccc(OC)cc2c1Nc1cccc(S(N)(=O)=O)c1 | 89.4 | 109.1 | 106.1 | 98.6 | 104.5 | 115.1 | 59.3 | x
54 | O=C1C(Cl)=C(Nc2cccc3cc4ccccc4nc23)C(=O)c2ccccc21 | 25.7 | 37.2 | 44.3 | 53.8 | 45.1 | 54.5 | 50.1 | 55.4
55 | C=C1C(=O)O[C@H]2[C@H]1CC/C(COC(=O)NCc1ccccc1OC)=C\CC[C@@]1(C)O[C@@H]21 | 22.0 | x | 85.8 | 73.0 | 23.4 | 20.6 | 7.8* | 41.7
56 | O=C(CNc1ccc(S(=O)(=O)N2CCCCC2)cc1)N1CCCc2ccccc21 | 73.2 | 82.4 | 116.4 | 93.5 | 95.8 | 129.9 | 106.1 | 81.6
57 | O=C1c2ccccc2C(=O)N1CCc1ccccn1 | 85.4 | 83.1 | 98.4 | 112.5 | 94.6 | x | 98.6 | 95.9
58 | O=C(/C=C/C(Cl)(Cl)Cl)Nc1ccc(Cl)cc1 | -78.0* | -76.5* | 110.1 | 93.7 | 101.3 | 129.0 | 109.4 | 114.8
59 | CS(=O)(=O)N(c1cc(-c2ccc3ncnc(Nc4ccc(F)c(Cl)c4)c3c2)cnc1Cl)S(C)(=O)=O | 17.1 | -22.3* | 14.6 | 30.6 | 31.6 | 19.0 | 35.0 | 65.7
60 | CCOc1cc(CC[N+](C)(C)C)cc2c1ccc1ccc(OC)c(OC)c12 | 80.1 | 83.2 | 103.3 | 103.9 | 80.6 | 92.7 | 95.0 | 91.5
61 | CN1C(=O)N(C)C2Nn3c(s/c(=C\c4cccnc4)c3=O)=NC21 (stereo not given) | 84.5 | 96.5 | 87.2 | 97.3 | 101.0 | 101.2 | 96.9 | 104.2

Compound activity: PubChem, NCI
